# High-throughput results deposited in PubChem BioAssay by Broad Institute.
# NSD2 HMT inh = NSD2 histone methyltransferase inhibitors, primary screen, biochemical, AlphaScreen, single concentration, set 2; NSD2 peptide methylation, 120 min; AID 743445, 2014; inhibition, % at 12.5 µM; hit rate 0.54% among 310,000; in the data active = inhibition above about 50%
# CAL PDZ FP-1 = untagged CAL PDZ binding inhibitors, primary screen, biochemical, fluorescence polarization, HTS; purified CAL PDZ, TMR-peptide fluorescence polarization, 1 h; inhibition, % at 24.9 µM; hit rate 0.92% among 300,000; AID 602252, 2012;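 active = mean inhibition of at least 30% with at least half of replicates also reaching 30%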;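 also: 0% = DMSO neutral control and 100% = excess unlabeled competitor peptide PRC23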
# dFosB act = activators of delta FosB homodimer, primary screen, biochemical, fluorescence polarization, TAMRA-CDK5 oligo, single point. hit rate 0.99% among 340,000. activation, % at 25 µM. Protein FosB (Mus musculus), P13346. purified delta FosB; percent of positive-control signal above neutral wells;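 active = mean activation above about 17%, with every replicate also reaching it, limit read from the data, passing the limit was not always enough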;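 also: fluorescence polarization rise as delta FosB binds a TAMRA Cdk5 AP-1 oligo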
# Target sequence (P13346 whole entry, looked up): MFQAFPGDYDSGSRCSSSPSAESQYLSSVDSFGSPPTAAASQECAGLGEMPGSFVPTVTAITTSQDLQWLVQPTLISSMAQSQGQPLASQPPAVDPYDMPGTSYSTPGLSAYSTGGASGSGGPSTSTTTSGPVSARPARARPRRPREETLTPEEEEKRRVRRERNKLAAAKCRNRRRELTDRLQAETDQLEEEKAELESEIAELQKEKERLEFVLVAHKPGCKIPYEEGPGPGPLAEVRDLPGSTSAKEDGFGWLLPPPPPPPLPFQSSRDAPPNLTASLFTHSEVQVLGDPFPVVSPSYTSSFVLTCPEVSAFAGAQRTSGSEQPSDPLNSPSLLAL
# CAL PDZ FP-2 = CAL PDZ peptide-binding inhibitors, primary screen, biochemical, fluorescence polarization, Cer-tagged CAL PDZ, HTS; inhibition, % at 20 µM; hit rate 0.02% among 330,000; AID 504414, 2011; purified CAL PDZ, TMR-peptide fluorescence polarization, 1 h; Golgi-associated PDZ and coiled-coil motif-containing protein (Homo sapiens), Q9HD26;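 active = highest replicate inhibition of at least 40%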;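 also: plate controls were DMSO neutral control wells for no effect and unlabeled competitor peptide control wells for full effect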
#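 Test system: tagged CAL PDZ domain / Buffer or medium: sodium phosphate/NaCl buffer pH 7.4 with TCEP, IgG, Thesit / Reagent: TMR-labelled reporter peptide T*-PRC34 bound in PDZ groove / Compound dosing: single point, 20 µM / Schedule: 1 h incubation at room temperature before polarization reading / Technique: fluorescence polarization (mP) / Benchmarks: unlabelled peptide, DMSO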
# Rtt109 Vps75 = inhibitors of C. albicans Rtt109/Vps75 HAT, primary screen, biochemical, ThioGlo CoA-SH fluorescence, plate reader; purified Rtt109/Vps75, 4 h; inhibition, % at 34.9 µM; hit rate 0.16% among 330,000;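 active = inhibition of at least 50% in every replicate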
# Target sequence (Q5AAJ8 whole entry, looked up): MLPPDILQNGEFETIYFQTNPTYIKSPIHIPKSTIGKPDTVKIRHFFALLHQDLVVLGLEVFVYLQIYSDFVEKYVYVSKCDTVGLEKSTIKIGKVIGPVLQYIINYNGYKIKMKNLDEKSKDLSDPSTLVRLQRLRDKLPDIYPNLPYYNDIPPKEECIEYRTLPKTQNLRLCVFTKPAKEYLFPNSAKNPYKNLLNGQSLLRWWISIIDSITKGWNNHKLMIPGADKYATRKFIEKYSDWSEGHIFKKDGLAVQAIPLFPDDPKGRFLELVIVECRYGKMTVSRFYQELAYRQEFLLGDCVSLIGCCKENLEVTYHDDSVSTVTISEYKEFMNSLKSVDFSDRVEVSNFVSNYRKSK
# SR-BI DiI-HDL act = activators of SR-BI mediated DiI-HDL uptake, primary screen, ldlA[mSR-BI] CHO cells, DiI fluorescence; hit rate 0.096% among 320,000; AID 504775, 2011; 3 h; 100 = double the neutral-control signal; activation, % at 12.5 µM;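 active = mean replicate activation of at least 60% and every replicate at or above 60%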;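 also: 0% = median plate neutral-control signal and 100% = twice that signal; values of inactives mirror those of a sister screen read the other way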
#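 system = CHO ldlA[mSR-BI] cells, LDL receptor-null, SR-BI overexpressing | medium = Ham's F12 with 0.5% BSA, HEPES 25 mM, pH 7.4 | probe or stimulus = DiI-HDL 10 µg/mL | compound dosing = single-point compound dose | incubation = compound exposure 3 h, 37 °C | technique = DiI fluorescence, bottom read | read-out = cell-associated DiI fluorescence as measure of HDL uptake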
# SR-BI HDL uptake = inhibitors of SR-BI mediated HDL lipid uptake, primary screen, ldlA[mSR-BI] cells, fluorescence, single point | Scavenger receptor class B member 1 (Mus musculus), Q61009 | ldlA[mSR-BI] CHO cells, DiI-HDL uptake fluorescence, 3 h | inhibition, % at 12.5 µM | hit rate 0.96% among 320,000;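 active = mean replicate inhibition of at least 70% and a set share of replicates each scoring 70 or more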;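 also: 0% = median of neutral control wells and 100% = median of positive control wells; values of inactives mirror those of a sister screen read the other way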
# PfHsp90 set2 = growth inhibition of PfHsp90-expressing yeast, primary screen, antimalarial PfHsp90 inhibitor project, S. cerevisiae, BacTiter-Glo luminescence, single point, set 2. BacTiter-Glo ATP, 48 h; yeast lacking PDR1 and PDR3 efflux regulators. inhibition, % at 9.4 µM. hit rate 0.32% among 310,000. AID 504621, 2011;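 active = every replicate shows inhibition above about 80%, whatever the replicate mean, limit read from the data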;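 also: 0% = DMSO neutral controls and 100% = 20 µM radicicol positive controls; yeast relying on Plasmodium falciparum Hsp90 in place of its own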
# PvdQ acylase = P. aeruginosa PvdQ acylase inhibitors, primary screen, biochemical, fluorescence, plate reader and imaging, single point; hit rate 0.063% among 340,000; inhibition, % at 10 µM; purified PvdQ acylase; in the data active = inhibition above about 30%, passing the limit was not always enough;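 also: 0% = vehicle neutral wells and 100% = reference inhibitor wells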
# MITF TRPM1 HTS = activators of MITF-driven TRPM1 promoter reporter, primary screen, cell-based, SK-MEL-5, luciferase, single point; activation, % at 12.5 µM; hit rate 0.75% among 300,000; SK-MEL-5 TRPM1-promoter luciferase, 24 h; % of positive control, neutral wells = 0;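 active = mean activation of at least 80% with every replicate also reaching 80%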;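 also: 0% = neutral control wells and 100% = parthenolide positive control wells; values of inactives mirror those of a sister screen read the other way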
# Numbers without * were called inactive; . = not tested or not shown.
# Values run as follows: Rtt109 Vps75, NSD2 HMT inh, CAL PDZ FP-1, SR-BI HDL uptake, dFosB act, PfHsp90 set2, PvdQ acylase, SR-BI DiI-HDL act, CAL PDZ FP-2, MITF TRPM1 HTS
[1] Cc1cccc(C(=O)OCC(=O)c2cccc(Br)c2)c1O
→ -0.2, -1.8, -3.5, -19.1, 0.4, -1.9, -5.6, ., -1.3, 40.7
[2] CCOc1ccc(CN(C)CC(=O)Nc2cc(OC)c([N+](=O)[O-])cc2C)cc1
→ 3.3, -2.1, -4.0, 15.5, -14.3, 14.4, -1.9, -15.5, -0.3, -7.1
[3] CCC(C)[C@H]1CNC(=S)N1CCC12CC3CC(CC(C3)C1)C2 (some centres not stated)
→ -1.1, ., -1.0, 28.6, -1.9, 55.7, -5.9, -28.6, -1.0, 3.3
[4] N#Cc1ccc(/C=C/C(=O)c2cccnc2)cc1
→ 23.0, 16.1, -4.3, -13.1, -4.5, 7.9, 3.8, 13.1, -5.3, -21.7
[5] CCn1cc(CN2CCC(n3nccc3NC(=O)CCOc3ccccc3)CC2)c(C)n1
→ 1.2, -2.8, -5.8, -8.5, -1.2, 19.9, 5.0, 8.5, -2.3, 0.1
[6] CSCCC(NC(=O)c1ccco1)C(=O)NCC(C)(C)N1CCOCC1 (configuration not stated)
→ -3.0, 0.1, -3.0, -21.9, 10.1, 12.7, -15.1, 21.9, -0.4, .
[7] O=C(OCc1nc2ccc(Cl)cc2n1CCO)c1ccc(O)cc1
→ -7.7, -1.4, -4.5, 2.0, -8.3, 26.9, -6.3, -2.0, -0.4, -5.1
[8] CCC1(c2ccccc2)NC(=O)N(CC(=O)NC2(C#N)CCCCC2)C1=O (configuration not stated)
→ 21.5, -2.7, -2.8, -16.8, -6.8, 6.8, 7.9, 16.8, -2.7, -1.7
[9] O=c1c(Cl)c(N2CCN(S(=O)(=O)c3ccc(F)cc3)CC2)cnn1-c1cccc(Cl)c1
→ -0.3, 10.2, -2.3, 28.8, -5.1, ., -2.1, -28.8, 0.3, .
[10] CCC(OC(=O)c1cc2sccc2n1C)C(=O)NCC1CCCO1 (configuration not stated)
→ -6.8, -1.6, -5.8, -3.6, 5.6, 3.7, 8.7, 3.6, 0.0, -2.6
[11] CN(Cc1cccnc1)C(=O)CCCc1c[nH]c2ccccc12
→ -2.1, 13.1, -0.1, 1.0, -3.5, -6.5, -16.7, -1.0, -0.6, -7.4
[12] COc1cccc(/C=N/NC(=O)C(=O)N2CCCCCC2)c1OC
→ 1.1, -1.2, -6.3, 0.9, -0.9, -12.0, -11.6, -0.9, -0.9, -5.6
[13] O=C(Cc1ccc(NC2=NC3CS(=O)(=O)CC3S2)cc1)Nc1ccc(F)cc1 (configuration not stated)
→ 12.6, ., -3.2, -10.0, 7.2, 10.7, -7.1, 10.0, -1.0, .
[14] Cc1ccc(-c2nn(-c3ccccc3)cc2C=O)o1
→ 4.0, 4.0, -3.1, 19.8, -3.6, 14.6, -0.8, -19.8, -1.3, 22.3
[15] CCOC(=O)N1CCN(C(=O)c2cnn3c(C(F)F)cc(-c4ccc(C)cc4)nc23)CC1
→ -14.7, -7.8, -1.7, 66.1, -9.7, -14.8, -2.3, -66.1, -0.4, .
[16] N#CC1=C(N)C(C#N)(C#N)[C@H](c2ccncc2)[C@H]2CN(C(=O)OCc3ccccc3)CC=C12
→ -1.4, -0.8, -1.6, -16.2, -6.2, ., -13.3, 16.2, ., -12.4
[17] COc1cccc(NC(=O)CCNC(=O)N2CC(=O)Nc3ccccc32)c1
→ 24.6, 6.0, 1.0, -4.2, -4.7, 8.2, 1.5, 4.2, -0.6, -2.4
[18] CC(C)(C)NC(=O)NC(=O)CN1CCN(c2ncc(C(F)(F)F)cc2Cl)CC1
→ 0.0, 1.5, -4.1, 1.3, -14.1, -13.6, 1.9, -1.3, -2.5, -1.4
[19] Cc1cc(C)n(CC(O)Cn2c(C)c(C)c3ccccc32)n1 (configuration not stated)
→ 1.8, 13.9, 0.7, 9.6, -4.3, 15.9, 0.2, -9.6, 0.1, 2.1
[20] COc1cccc(CNS(=O)(=O)/C=C/c2ccc(OC)c(OC)c2)c1
→ -2.0, -2.4, -1.8, -10.9, -8.1, -40.6, -8.4, 10.9, 0.4, 4.8

# Continued.
# Values run as follows: Rtt109 Vps75, NSD2 HMT inh, CAL PDZ FP-1, SR-BI HDL uptake, dFosB act, PfHsp90 set2, PvdQ acylase, SR-BI DiI-HDL act, CAL PDZ FP-2, MITF TRPM1 HTS
[21] Cc1cc(=O)oc2cc(OCC(=O)N3CCOCC3)c(Cl)cc12
→ -87.3, 0.7, 12.9, -5.8, -11.3, 0.9, -15.8, 5.8, -1.2, 10.9
[22] O=C(COC(=O)c1cncc(Br)c1)Nc1ccc2c(c1)OCO2
→ 2.5, 1.6, -1.7, -1.6, -1.2, -58.0, -18.1, 1.6, -1.4, -20.1
[23] CCN(Cc1ccccc1)C(=O)C1CCN(Cc2ccc(SC)cc2)CC1
→ 0.9, 7.0, ., 2.0, -6.6, -20.1, -5.1, -2.0, -1.3, .
[24] O=C(Nc1ccc(Cl)cc1)c1ccc2snnc2c1
→ -5.5, ., -2.6, 37.3, -5.9, 20.6, -5.4, -37.3, 0.5, 54.2
[25] COc1ccc(F)cc1S(=O)(=O)NC1CC(C)(C)NC(C)(C)C1
→ -5.7, -0.2, -3.2, -0.2, -3.7, 8.5, -5.4, 0.2, -0.3, 4.9
[26] CC(=O)N1C(c2ccccc2)CC(=O)OC1c1ccc2c(c1)OCO2 (configuration not stated)
→ -5.5, -2.1, -1.2, -17.2, -11.7, -25.1, 0.1, 17.2, -2.8, -5.0
[27] O=C(NNS(=O)(=O)c1ccc(Br)cc1)C1CCCCC1
→ -4.6, -1.9, -6.5, 0.8, 7.8, 2.7, 1.7, -0.8, ., 4.6
[28] COc1ccc(CN2CCNC(=O)C2CC(=O)NC2CCCCCCC2)cc1C (configuration not stated)
→ -6.8, 0.1, -2.1, -12.2, -2.2, -3.9, -18.4, 12.2, -1.8, 3.9
[29] O=c1[nH]cnc2onc(-c3ccc(F)cc3)c12
→ -3.7, -1.2, -1.7, 8.5, -8.1, 22.3, -19.3, -8.5, -0.8, -3.0
[30] Clc1ccc(Cl)c(OCCCCNCc2ccccc2)c1
→ 20.8, 4.1, -2.1, -17.9, -10.1, -2.3, -0.4, 17.9, -4.2, 7.1
[31] CN(C)CCNc1ccc(CO)c2oc3ccc(O)cc3c(=O)c12
→ 4.5, ., -1.6, 4.4, 25.6*, -11.0, 9.1, -4.4, -0.2, .
[32] O=C(c1ccc(F)cc1)N1CCC(C(=O)N(Cc2ccccc2)c2ccccc2)CC1
→ 11.4, 0.2, -6.3, -44.7, -7.0, -2.2, -14.3, 44.7, -0.4, -13.9
[33] Cc1ccc(NC(=O)Cn2cnc3c(OCc4ccccc4)ncnc32)cc1C
→ 0.2, ., -7.0, -18.1, -5.7, 6.1, -2.4, 18.1, 0.6, 10.5
[34] COc1cc(OC)c2c(-c3cccc(-c4ccoc4)c3)cc(=O)oc2c1
→ 8.5, ., -6.9, 56.2, -10.6, 7.9, -7.5, -56.2, -1.6, -37.6
[35] O=C(Cc1ccsc1)NCC(=O)Nc1ccccc1Br
→ -6.6, -1.5, ., -18.6, -4.1, 3.7, -5.5, 18.6, -0.3, 0.8
[36] COC(=O)c1ccccc1Oc1cnc2ccccc2n1
→ -2.4, -0.8, 2.8, -26.8, -4.0, -1.7, 12.2, 26.8, 2.3, -6.6
[37] CSCC(C)N1CCC(CO)(CCc2ccccc2)CC1 (configuration not stated)
→ -0.4, 4.0, -0.3, -6.1, -8.4, ., -0.7, 6.1, -2.2, 10.3
[38] Cc1ccc(N(CC2CO2)S(=O)(=O)c2ccccc2[N+](=O)[O-])cc1 (configuration not stated)
→ 8.7, 2.0, ., -7.4, -0.6, -22.4, -7.3, 7.4, -0.2, -5.6
[39] Cc1ccc(C(=O)n2c(N)nc3ccccc32)cc1
→ 0.8, ., 1.2, 22.8, 0.6, 18.2, -7.6, -22.8, -1.9, -65.7
[40] CC1(C)CC(=O)c2cc(C(=O)NC3CCSC3=O)c(=O)n(-c3ccc(Cl)cc3)c2C1 (configuration not stated)
→ -9.9, -2.7, -1.0, -0.9, 7.7, 9.4, 2.9, 0.9, -0.7, -3.0

# Ordered by molecular weight (rising): five of the compounds above.
# Values run as follows: Rtt109 Vps75, NSD2 HMT inh, CAL PDZ FP-1, SR-BI HDL uptake, dFosB act, PfHsp90 set2, PvdQ acylase, SR-BI DiI-HDL act, CAL PDZ FP-2, MITF TRPM1 HTS
[29] O=c1[nH]cnc2onc(-c3ccc(F)cc3)c12
→ -3.7, -1.2, -1.7, 8.5, -8.1, 22.3, -19.3, -8.5, -0.8, -3.0
[39] Cc1ccc(C(=O)n2c(N)nc3ccccc32)cc1
→ 0.8, ., 1.2, 22.8, 0.6, 18.2, -7.6, -22.8, -1.9, -65.7
[37] CSCC(C)N1CCC(CO)(CCc2ccccc2)CC1 (configuration not stated)
→ -0.4, 4.0, -0.3, -6.1, -8.4, ., -0.7, 6.1, -2.2, 10.3
[38] Cc1ccc(N(CC2CO2)S(=O)(=O)c2ccccc2[N+](=O)[O-])cc1 (configuration not stated)
→ 8.7, 2.0, ., -7.4, -0.6, -22.4, -7.3, 7.4, -0.2, -5.6
[27] O=C(NNS(=O)(=O)c1ccc(Br)cc1)C1CCCCC1
→ -4.6, -1.9, -6.5, 0.8, 7.8, 2.7, 1.7, -0.8, ., 4.6

# (listing goes on)
# Values run as follows: Rtt109 Vps75, NSD2 HMT inh, CAL PDZ FP-1, SR-BI HDL uptake, dFosB act, PfHsp90 set2, PvdQ acylase, SR-BI DiI-HDL act, CAL PDZ FP-2, MITF TRPM1 HTS
[41] COCCn1c(=S)[nH]c2cc(OC)c(OC)cc2c1=O
→ 0.3, -2.9, -1.3, 24.1, 3.9, -1.2, 11.8, -24.1, -0.1, -4.3
[42] Cc1cc(N)c(C)c([N+](=O)[O-])c1C
→ -2.7, -1.9, ., 6.1, -0.7, 2.6, -7.5, -6.1, 0.0, -1.7
[43] COC(=O)c1cc(NC(=O)CN2CCC(C(N)=O)(N3CCCCC3)CC2)cc(C(=O)OC)c1
→ 8.3, -2.2, -4.5, 2.5, -11.8, -5.3, 0.7, -2.5, -2.2, -8.5
[44] COC(=O)c1c(-c2ccc(Br)cc2)noc1N
→ 2.9, -2.7, -1.7, -8.4, -4.3, ., 8.4, 8.4, -1.2, .
